Screening data as filed in PubChem BioAssay.
A3A deaminase – APOBEC3A ssDNA deaminase inhibitors, primary screen, selectivity assay for APOBEC3G inhibitor project, biochemical, FAM/TAMRA oligo cleavage fluorescence | DNA dC->dU-editing enzyme APOBEC-3A (Homo sapiens), P31941 | recombinant A3A, FAM/TAMRA ssDNA deamination fluorescence | inhibition, % at 20 µM | 0.41% of 330,000 active | AID 493011, 2011;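 active means at least 40% inhibition at 20 µM here, with at most 30% in a related deaminase screen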;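 further: plate controls were A3A with DMSO for no effect and wells lacking A3A enzyme for full effect; some results filed as inactive read as strong as hits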
mIAP activ – activators of mouse IAP, primary screen, biochemical, luminescence, uHTS; muIAP, CDP-Star luminescence, 30 min; hits give high values; 1 = vehicle-only enzyme signal, 0 = enzyme-free wells; activation factor at 10 µM; 0.24% of 330,000 active; AID 2805, 2010;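 active means activation factor of at least 2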; further: the source names both 10 and 20 µM as test concentration; values of inactives mirror those of a sister screen read the other way
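System: Mouse IAP enzyme | Also added: CDP-Star substrate | Dosing: Compounds dispensed in DMSO | Schedule: 30 min enzyme-substrate-compound incubation at room temperature | Technique: Chemiluminescence readout | Control set: DMSO-only wells and no-enzyme negative control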
hIAP act – human IAP activators, primary screen, biochemical, luminescence, uHTS. activation factor at 10 µM. 0.16% of 330,000 active. Intestinal-type alkaline phosphatase (Homo sapiens), P09923. purified human IAP, CDP-Star luminescence, 30 min; hits give high values; 1 = vehicle-only enzyme, 0 = enzyme-free background;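 active means activation factor of the enzyme at least 2-fold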; further: the source names both 10 and 20 µM as test concentration; values of inactives mirror those of a sister screen read the other way
Target sequence (P09923 whole entry, looked up): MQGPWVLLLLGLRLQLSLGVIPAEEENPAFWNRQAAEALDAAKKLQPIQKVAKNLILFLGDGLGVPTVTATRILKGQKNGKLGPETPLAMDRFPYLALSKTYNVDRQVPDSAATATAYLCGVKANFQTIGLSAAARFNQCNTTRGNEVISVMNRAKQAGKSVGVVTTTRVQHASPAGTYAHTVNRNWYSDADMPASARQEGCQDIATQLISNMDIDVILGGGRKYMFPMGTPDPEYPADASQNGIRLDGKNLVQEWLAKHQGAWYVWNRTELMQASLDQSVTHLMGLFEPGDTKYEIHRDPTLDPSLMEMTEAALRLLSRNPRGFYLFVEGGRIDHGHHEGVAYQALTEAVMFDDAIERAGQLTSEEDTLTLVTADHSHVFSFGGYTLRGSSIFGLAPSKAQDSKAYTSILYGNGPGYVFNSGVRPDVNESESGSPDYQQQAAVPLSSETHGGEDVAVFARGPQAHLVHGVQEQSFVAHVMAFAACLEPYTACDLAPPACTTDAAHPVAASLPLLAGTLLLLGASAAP
MIN6 prolif – inducers of MIN6 beta-cell proliferation, primary screen, ATP luminescence, uHTS | MIN6 cells proliferation, ATPlite luminescence, 48 h; cells starved in 0.2% serum; 100% = growth in 10% serum | proliferation, % at 10 µM | 0.29% of 330,000 active;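 active means compounds whose signal lies at least 3.5 SD above the mean of all wells on their plate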;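 further: 0% = DMSO-treated cells in low-serum medium and 100% = 10% serum control; some compounds called inactive have numbers as strong as hits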
MPTP inh – mitochondrial permeability transition pore inhibitors, primary screen, biochemical, isolated mouse mitochondria, absorbance | Ca2+ swelling absorbance, 30 min | 1.4% of 360,000 active | AID 602449, 2012 | inhibition, % at 10 µM;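 active means inhibition of 50% or more, scaled per plate between neutral and stimulator controls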;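 further: 0% = DMSO wells given calcium and 100% = 1 mM EGTA wells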
APOBEC3G inh – APOBEC3G DNA deaminase inhibitors, primary screen, biochemical, fluorescence, single-stranded DNA substrate, uHTS. recombinant A3G, ssDNA deamination FAM/TAMRA fluorescence. inhibition, % at 20 µM. 0.28% of 330,000 active;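 active means inhibition of at least 40% at 20 µM, with no more than 30% in the related APOBEC3A deaminase screen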;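 further: plate controls were DMSO wells with A3G for no effect and wells lacking A3G enzyme for full effect; some compounds called inactive have numbers as strong as hits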
Target sequence (Q9HC16 whole entry, looked up): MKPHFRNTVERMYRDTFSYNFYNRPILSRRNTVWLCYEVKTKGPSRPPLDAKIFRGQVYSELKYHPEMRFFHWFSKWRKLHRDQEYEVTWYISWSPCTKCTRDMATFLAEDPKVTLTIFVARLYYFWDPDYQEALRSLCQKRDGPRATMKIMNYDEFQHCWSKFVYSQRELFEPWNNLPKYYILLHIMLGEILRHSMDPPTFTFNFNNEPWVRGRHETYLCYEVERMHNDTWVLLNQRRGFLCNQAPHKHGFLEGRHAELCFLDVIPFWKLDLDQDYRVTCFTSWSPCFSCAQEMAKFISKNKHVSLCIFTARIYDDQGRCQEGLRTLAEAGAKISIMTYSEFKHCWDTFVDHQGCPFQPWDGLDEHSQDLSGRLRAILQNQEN
mIAP block – inhibitors of mouse IAP, primary screen, biochemical, luminescence, uHTS; intestinal alkaline phosphatase [Mus musculus]; 0.2% of 330,000 active; inhibition, % at 10 µM; AID 2806, 2010; purified mouse IAP, CDP-Star luminescence, 30 min;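 active means inhibition of at least 40% at 10 µM in the primary screen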;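 further: plate controls were DMSO with enzyme for no effect and no enzyme wells for full effect; values of inactives mirror those of a sister screen read the other way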
NR3A LBD binder – binders of NR3A ligand-binding domain, primary screen, biophysical, differential scanning fluorimetry, uHTS | NR3A LBD differential scanning fluorimetry, Tm shift; 0% = protein alone, 100% = glycine-bound protein | Tm shift relative to glycine control, % at 25 µM | 2.5% of 340,000 active;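 active means melting temperature shift of at least 10% of the positive control shift, at one fixed dose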
hIAP inh – human IAP inhibitors, primary screen, biochemical, luminescence, uHTS. purified IAP, CDP-Star luminescence, 30 min. inhibition, % at 10 µM. 0.12% of 330,000 active;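 active means inhibition reaching a set limit with compound at 10 µM in the primary screen, cut at about 35% in these data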;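 further: plate controls were DMSO wells with enzyme for no effect and no-enzyme buffer wells for full effect; values of inactives mirror those of a sister screen read the other way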
Active calls of the source: *; · = not tested or not shown.

Structure,A3A deaminase,mIAP activ,hIAP act,MIN6 prolif,MPTP inh,APOBEC3G inh,mIAP block,NR3A LBD binder,hIAP inh
CCN(CC)C1=N/C(=C\c2ccco2)C(=O)N1c1ccccc1,1.4,0.752,0.947,-1.6,0.8,-4.2,24.8,-6.6,5.3
Cc1ccc(N(CC(=O)NC2CCCC2)C(=O)CCCC(=O)Nc2ccccn2)cc1C,-3.5,1.01,1.21,-3.4,0.0,-4.7,-1.5,-3.0,-20.9
CCOc1cc(C2C(C(=O)OCC(C)C)=C(C)N=C3SCCC(=O)N32)ccc1OC(C)=O (stereo unspecified),-1.2,0.818,0.846,-2.7,-1.0,-4.3,18.2,-1.0,15.4
CCOc1ccccc1CNC(=O)C1Cc2cc(S(=O)(=O)N3CCCCC3)ccc2N1C(C)=O (stereo unspecified),-1.5,1.03,1.38,-5.2,0.5,-4.1,-3.0,-2.6,-38.4
C[C@H](CO)N1C[C@H](C)[C@@H](CN(C)S(=O)(=O)c2cccs2)Oc2c(NC(=O)c3ccncc3)cccc2C1=O,-3.4,0.918,0.978,-2.2,-2.2,-5.3,8.2,1.1,2.2
N#Cc1c(-c2ccccc2)cc(C2CC2)nc1SCC(=O)O,2.3,0.903,1.01,0.0,-0.5,-8.9,9.7,-0.6,-0.9
CCn1c(O)c(N=NC(=S)NCC2CCCO2)c2ccccc21 (stereo unspecified),-4.6,0.838,1,-6.5,-0.8,-6.0,16.2,-0.7,-0.2
ONC(=Nc1ccccc1Cl)c1ccccc1Cl,-1.7,1.02,0.919,2.2,8.3,-3.5,-1.8,-1.5,8.1
CCC(C)c1ccc(N(CC(=O)NC(C)(C)C)C(=O)CNC(=O)c2cccs2)cc1 (stereo unspecified),-5.3,0.992,1.23,-5.9,-1.4,6.6,0.8,1.1,-22.9
CCN(CC(=O)NC1CC1)S(=O)(=O)c1ccc(OC)cc1,1.3,0.978,0.98,2.5,-0.8,-3.5,2.2,-0.7,2.0

The final two entries of the part above are carried over, then new ones follow.
Structure,A3A deaminase,mIAP activ,hIAP act,MIN6 prolif,MPTP inh,APOBEC3G inh,mIAP block,NR3A LBD binder,hIAP inh
CCC(C)c1ccc(N(CC(=O)NC(C)(C)C)C(=O)CNC(=O)c2cccs2)cc1 (stereo unspecified),-5.3,0.992,1.23,-5.9,-1.4,6.6,0.8,1.1,-22.9
CCN(CC(=O)NC1CC1)S(=O)(=O)c1ccc(OC)cc1,1.3,0.978,0.98,2.5,-0.8,-3.5,2.2,-0.7,2.0
COc1ccc(N(CC(=O)NC2CCCCCC2)S(=O)(=O)c2ccc(C)cc2)cc1OC,-6.0,1.02,1.16,3.4,1.3,-3.5,-2.5,2.4,-15.5
CCCCCCn1c(N2CCC(C(N)=O)CC2)nc2c1c(=O)n(C)c(=O)n2C,-5.8,1.16,0.962,0.0,-1.4,-7.3,-15.9,0.7,3.8
CCCC(C(=O)NC1CCCC1)N(CC1CCCO1)C(=O)CNS(=O)(=O)c1ccccc1 (stereo unspecified),0.0,1.1,1.18,0.7,-1.5,-4.8,-10.2,-1.7,-18.1
COc1ccc(CNC(=O)COc2cccnc2[N+](=O)[O-])cc1OC,-3.3,1.09,1.27,-4.9,-0.6,-1.1,-8.6,0.5,-26.7
Cc1cc(C)c(C(N)=O)c(NCCc2ccccc2)n1,2.3,0.941,0.813,-1.3,-0.7,-6.5,5.9,0.3,18.7
COC(=O)c1ccc(NC(=O)CSCc2ccccc2)cc1,-2.3,0.915,1.03,0.2,-0.7,-8.2,8.5,0.5,-3.3
O=C1/C(=C\c2ccc(Br)cc2)SC(=S)N1NS(=O)(=O)c1ccccc1,-5.6,0.941,1.2,-6.4,4.3,-6.8,5.9,-5.2,-20.3
Cc1ccccc1Nc1nnc(SCC(=O)c2ccc(O)cc2O)s1,-6.7,0.877,1.02,0.8,0.8,0.3,12.3,-0.6,-1.8
CC(C)(CNS(C)(=O)=O)SCc1ccc(Cl)cc1,-2.9,1.01,1.02,-1.4,-2.7,-8.7,-1.2,-0.5,-2.1
Cc1ccc(C2CC(=O)N(c3ccc(F)cc3)C3=C2C(=O)CCC3)cc1 (stereo unspecified),1.3,0.947,1.08,-2.9,0.1,-3.3,5.3,-1.5,-7.8
CCn1c(NC(=O)c2ccc(C)cc2)c2ccccc2nc1=O,1.5,0.997,1.17,-2.1,3.4,-3.3,0.3,-2.5,-16.7
CCOC(=O)c1ccccc1Cc1nc2ccccc2c(=O)[nH]1,2.9,0.885,0.978,3.1,-0.6,-1.3,11.5,-1.7,2.2
Cc1ccc(C)c(N2CCN(C(=O)CN(C)S(=O)(=O)c3cnc[nH]3)CC2)c1,1.1,0.944,1.04,-1.1,-0.1,-2.5,5.6,-0.2,-3.9
COC(=O)Nc1nnc(CCc2ccccc2)s1,0.4,1.08,1.22,-1.2,-1.9,-2.6,-7.7,-1.8,-22.0
COc1ccc(NC(=O)CS(=O)(=O)c2ccc(C)cc2)c(OC)c1,-4.6,1.07,1.01,-2.0,-0.8,-5.2,-6.8,1.6,-0.6
CN(Cc1ccccc1Cl)C(=O)CCNC(=O)c1ccco1,-0.1,0.992,1.13,-5.3,1.3,14.6,0.8,-1.2,-13.3
O=C(CNC(=O)c1ccc(N2C(=O)c3ccccc3C2=O)cc1)OCC(=O)c1cccc2ccccc12,0.1,0.898,1.07,-0.8,3.4,-1.6,10.2,4.4,-7.0
O=C(c1cccnc1)N1N=C(c2cccs2)CC1c1ccc(F)cc1 (stereo unspecified),4.9,0.961,1.13,-0.9,1.4,-6.0,3.9,0.8,-12.6
COc1ccc(OCc2nn3c(-c4cccc(OC)c4)nnc3s2)cc1,2.4,1.06,0.949,0.2,-0.1,-4.0,-6.0,-2.9,5.0
CCCN(CCC)C(=O)CSc1nc2ccccc2c(=O)n1C1CCCC1,2.2,1.17,0.964,-4.4,2.1,1.7,-17.1,-3.1,3.6
FC(F)(F)c1cc(N2CCN(Cc3ccccc3)CC2)c2ccccc2n1,-0.3,0.985,0.799,-1.6,-0.4,-7.0,1.5,2.8,20.1
CCOc1ccc(Br)cc1S(=O)(=O)N1CCC(C(=O)O)CC1,-3.4,0.857,1.02,0.9,-0.9,-2.7,14.3,0.3,-2.3
Cc1nnc(NC(=O)CSc2nnc(CC(=O)Nc3ccccc3C)n2C)s1,-3.2,1.02,0.93,-0.3,-1.1,-6.1,-1.7,1.1,7.0
Cc1cc(=O)[nH]c2c(C)c(Cl)ccc12,-4.0,1.01,1,-1.1,·,-5.1,-0.8,·,-0.4
Cc1ccc(N(CC(=O)N/N=C/c2ccc(OC3CSC3)cc2)S(=O)(=O)c2ccccc2)c(C)c1,-10.9,1.08,1.03,0.0,3.3,-4.0,-8.5,6.6,-3.0
COc1cc(OC)cc(C(=O)N/N=C\c2ccoc2)c1,6.1,1.05,0.964,0.3,0.5,5.1,-4.9,0.1,3.6
COc1cc(CN2CCN(CCOCCO)CC2)cc(OC)c1OC,10.9,1.06,1.06,3.6,-1.2,-4.7,-6.4,-1.3,-6.3
O=C(NCC1CCCO1)c1ccc2c(=O)n(-c3ccccc3)c(=S)[nH]c2c1 (stereo unspecified),-1.2,1.02,0.971,2.7,-0.4,-8.4,-1.9,0.9,2.9
O=S(=O)(NCc1cccnc1)c1cccn1-c1ncc(C(F)(F)F)cc1Cl,-2.4,0.989,0.977,-0.6,6.0,-4.1,1.1,-1.1,2.3
COc1cc(NC(=O)CCn2c(=S)oc3ccccc32)cc(OC)c1OC,-2.8,1.08,1.12,-4.0,-0.8,-13.3,-7.9,0.1,-11.9
COCCn1c(=NC(=O)/C=C/c2ccccc2Cl)sc2cc(NC(C)=O)ccc21,-2.5,0.868,0.969,0.0,5.9,0.0,13.2,0.2,3.1
COc1cccc(C(=O)Nc2cc(NC(=O)c3cccs3)ccc2C)c1OC,9.8,0.895,1.31,-5.8,0.5,3.9,10.5,4.2,-30.7
NC(=O)c1ccccc1NC(=O)CC1(CC(=O)O)CCCC1,-2.1,0.917,0.772,0.0,0.0,-3.9,8.3,-0.2,22.8
O=C(Oc1oc(-c2ccco2)nc1C=Nc1ccc(Cl)cc1)c1ccco1,0.6,0.972,1.07,-4.1,0.9,5.7,2.8,-10.1,-6.9
CC(C)(C)C(C(Oc1ccc(Cl)cc1)n1cncn1)n1nnnc1C(c1cccc(Cl)c1)N1CCCCC1 (stereo unspecified),-6.2,1.63,1.07,-6.0,·,-6.2,-63.2,·,-7.5
Cc1ccccc1NC(=O)C1CCCN1/C=C/C(=O)C(F)(F)F (stereo unspecified),-1.0,1.06,0.998,-3.0,-1.2,-6.2,-6.5,-1.7,0.2
CN(C)S(=O)(=O)c1cccc(NC(=O)C(c2ccccc2)c2ccccc2)c1,-1.5,1.67,1.06,-1.7,0.3,-10.9,-67.1,-2.8,-5.6
CC(C)Cn1nc(C(=O)NCc2ccccc2CN2CCCC2)c2ccccc2c1=O,4.4,0.938,0.84,-0.8,0.1,5.0,6.2,1.1,16.0
CCN(CCO)Cc1cc(=O)oc2c(C)c(C)ccc12,-0.9,0.967,0.905,-0.5,0.9,-4.6,3.3,-0.6,9.5
Cc1nnc2sc(COc3ccccc3)nn2c1=O,-1.6,0.964,1.04,-2.0,0.9,-6.0,3.6,-2.2,-4.1
COC(=O)c1cc(S(=O)(=O)N2CCCCC2C)c[nH]1 (stereo unspecified),-3.0,0.927,0.918,-1.1,-0.9,-6.9,7.3,8.2,8.2
COCCOC(=O)c1c(C)n(C)c2ccc(OC(=O)c3ccccc3F)cc12,-1.1,1.03,0.9,-0.2,-0.7,-11.0,-2.7,1.1,10.0
Cc1cc(NC(=O)c2cccc3ccccc23)cc(C)c1OCC(=O)N1CCOCC1,0.1,0.985,1.18,-4.5,-3.1,0.3,1.5,0.1,-18.2
NC(=O)CCCn1c(C(=O)c2ccc(Cl)cc2)c2ccc([N+](=O)[O-])cc2[n+]1[O-],2.6,0.984,0.908,-7.0,-0.2,-1.4,1.6,-0.8,9.2
COC(=O)c1cn(NC(=O)c2ccccc2[N+](=O)[O-])c(=O)c2ccccc12,-0.1,0.946,1.06,-2.9,-1.6,-3.8,5.4,1.5,-6.0
CCOc1ccccc1CNc1ncnc2ccc(-c3c(C)noc3C)cc12,-0.5,1.17,1.01,-6.8,20.6,-4.7,-16.8,-1.8,-0.7
COc1cc(S(=O)(=O)N2CCOCC2)ccc1F,0.8,1.03,1.03,0.1,0.2,1.8,-3.3,-0.1,-2.8
CCN(CC)S(=O)(=O)c1ccc2c(c1)N(CC(=O)Nc1ccc(NC(C)=O)cc1)C(=O)CO2,-1.1,0.958,1.07,0.4,-0.3,-6.4,4.2,-0.8,-6.9
